High-throughput results as filed in PubChem.
S100A4 inh HTS = inhibitors of human S100A4 binding to myosin IIA peptide | P26447 | S100A4/TAMRA-MyoIIA peptide fluorescence polarization | inhibition, % at 10.7 µM | actives 0.14% (n = 360,000);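 active = mean inhibition of at least 70% across replicates, with every replicate also reaching that level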
Target sequence (P26447 whole entry, looked up): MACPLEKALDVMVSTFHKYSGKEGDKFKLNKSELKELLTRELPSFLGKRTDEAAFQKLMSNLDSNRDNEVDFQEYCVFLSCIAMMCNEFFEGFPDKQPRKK
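System – human S100A4 monomer protein, biochemical binding assay · Buffer or medium – Calcium-containing HEPES buffer, pH 7.2 · Timing – 5 min between mix addition and reading · Also added – TAMRA-labelled myosin IIA heavy-chain peptide probe, 5 nM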
E-selectin induc = induces E-selectin expression in human endothelial cells | P16581 | HUVEC E-selectin immunofluorescence imaging; normalized: neutral wells 0, TNF-alpha wells 100 | activation, % at 7.58 µM | actives 0.37% (n = 260,000) | AID 686992;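 active = mean E-selectin-positive cell signal at least 10% of the positive control, reached in at least 60% of replicates, without over 20% cell loss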;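 note: in these data hits start at about 27%; measured in HUVEC primary endothelial cells; signal is the percent of cells scored E-selectin positive by PE staining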
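Test system: HUVEC | Signal: Immunofluorescence imaging | Read-out: Percent E-selectin-positive cells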
RAD52 anneal inh = RAD52 (human) annealing inhibition. P43351. recombinant RAD52 DNA annealing, FRET fluorescence. inhibition, % at 18.7 µM. AID 651710. actives 0.46% (n = 360,000);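 active = every replicate showing at least 50% inhibition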
Target sequence (P43351 whole entry, looked up): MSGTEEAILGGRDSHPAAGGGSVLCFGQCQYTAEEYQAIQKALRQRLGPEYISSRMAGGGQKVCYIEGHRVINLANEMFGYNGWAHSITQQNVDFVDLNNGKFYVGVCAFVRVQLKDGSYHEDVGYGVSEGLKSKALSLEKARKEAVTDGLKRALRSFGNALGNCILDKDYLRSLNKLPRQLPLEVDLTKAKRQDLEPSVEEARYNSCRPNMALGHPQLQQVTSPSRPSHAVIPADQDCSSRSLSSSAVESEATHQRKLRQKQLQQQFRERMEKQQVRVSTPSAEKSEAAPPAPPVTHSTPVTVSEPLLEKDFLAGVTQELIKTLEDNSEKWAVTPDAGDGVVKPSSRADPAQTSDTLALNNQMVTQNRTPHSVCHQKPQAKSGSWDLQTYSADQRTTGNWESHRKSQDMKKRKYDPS
ERAP1 HTS inh = blocks human ERAP1 aminopeptidase activity | recombinant ERAP1, Leu-AMC fluorescence, 60 min | AID 652197 | actives 0.15% (n = 340,000) | inhibition, % at 10.7 µM;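 active = mean replicate inhibition of at least 30%, or all replicates individually reaching that 30% level; inactive = mean below 30% and not every replicate reaching it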;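 note: 0% = neutral control wells and 100% = L-leucinethiol positive control wells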
RAD54 branch = blocks human RAD54 Holliday junction branch migration | inhibition, % at 10.4 µM | AID 602329 | FAM/BHQ fluorescence | actives 0.14% (n = 360,000) | Q92698;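 active = mean normalized replicate activity at least 40 and at least half of replicates scoring 40 or more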;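 note: 0% = median of neutral control wells and 100% = median of positive control wells; inhibitors cause a drop in the FAM fluorescence signal; in these data hits start at about 50%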
ERp5 block = ERp5 (human) disulfide isomerase inhibition | actives 0.05% (n = 350,000) | inhibition, % at 9.99 µM | AID 651711 | ERp5 insulin aggregation, absorbance 650 nm, 90 min | Q15084;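 active = mean replicate inhibition above about 25%, with every replicate also reaching it, limit read from the data, passing the limit was not always enough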
Target sequence (Q15084 whole entry, looked up): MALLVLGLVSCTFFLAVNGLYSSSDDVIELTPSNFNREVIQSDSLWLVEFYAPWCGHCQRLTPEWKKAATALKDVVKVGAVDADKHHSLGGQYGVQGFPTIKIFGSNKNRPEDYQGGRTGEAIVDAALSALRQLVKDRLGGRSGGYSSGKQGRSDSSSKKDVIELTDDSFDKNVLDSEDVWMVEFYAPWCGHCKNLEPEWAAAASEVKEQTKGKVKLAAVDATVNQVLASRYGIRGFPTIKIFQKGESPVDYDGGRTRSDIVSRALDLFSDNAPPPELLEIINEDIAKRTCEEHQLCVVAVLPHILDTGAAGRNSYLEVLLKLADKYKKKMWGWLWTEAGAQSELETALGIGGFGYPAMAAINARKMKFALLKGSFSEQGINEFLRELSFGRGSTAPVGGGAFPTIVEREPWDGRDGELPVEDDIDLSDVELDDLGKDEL
XiGFP reactiv = X-chromosome reactivation activator; XiGFP mouse fibroblasts, % GFP-positive cells imaging, 3 d; cells co-treated with 5-aza-dC sensitizer; scaled so ellipticine positive control = 100%; actives 0.055% (n = 360,000); activation, % at 7.58 µM;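 active = mean normalized replicate activation at least 10% and every replicate at or above 10%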;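 note: 0% = median of on-plate neutral control wells and 100% = ellipticine 6 µM median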
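Material: XiGFP fibroblasts, SV40-immortalized. Buffer or medium: DMEM plus 5-aza-dC sensitizer. Compound: single concentration per compound, delivered by pin transfer. Times: 3 days compound exposure. Controls: ellipticine 6 µM.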
esBAF inh = inhibitors of esBAF chromatin remodeling in mouse ES cells | Bmi1-luciferase knock-in reporter, 24 h; 100% = twice the neutral-well signal | reporter increase, % at 12.5 µM | actives 2% (n = 350,000) | AID 602393; in the data active = activation above about 40%;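 note: 0% = median of the plate's neutral control wells and 100% = double that signal; a rise in the Bmi1 reporter signal indicates esBAF inhibition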
Numbers without * were called inactive; i = inactive; . = not tested or not shown.

SMILES	S100A4 inh HTS	E-selectin induc	RAD52 anneal inh	ERAP1 HTS inh	RAD54 branch	ERp5 block	XiGFP reactiv	esBAF inh
O=C(NC1CCCC1)C1CCCN(C(=O)Nc2ccccc2)C1 (configuration not stated)	-1	0.0	-13	4	4	2	0.2	2
c1ccc(-c2noc(-c3ccc4c(c3)OCO4)n2)cc1	0	.	-12	13	.	1	0.2	.
COc1cccc(N2CCN(c3ccc4nnc(CCC(=O)Nc5ccccc5OC)n4n3)CC2)c1	-3	0.0	-8	-2	-6	-12	0.0	-2
C[C@@H]1CCCCO[C@@H](CN(C)Cc2ccncc2)[C@H](C)CN([C@@H](C)CO)C(=O)c2cc(N(C)C)ccc2O1	5	-0.2	-8	1	-1	3	-0.2	-1
CCCC#Cc1ccc2c(c1)O[C@H](CN(C)Cc1ccccn1)[C@@H](C)CN([C@H](C)CO)S2(=O)=O	-1	0.0	8	2	-8	0	0.0	-8
CN(C)CC(=O)N1[C@@H](CO)[C@@H](c2ccccc2)C12CN(Cc1cc(F)ccc1F)C2	5	-0.3	-3	-2	.	2	0.0	.
O=C(c1cc2cc(Br)ccc2[nH]1)N1CCc2ccccc21	0	.	-22	-6	0	3	0.0	31
O=C(/C=C/c1ccco1)NCCc1ccccc1	-4	.	-16	0	1	1	-0.3	52*
CCOc1ccc(NC(=O)c2cc(OC)nc3ccccc23)cc1	6	1.9	-17	0	.	5	0.5	.
COc1cccc(CN2CC(C(=O)NCCc3ccc(C)o3)CCC2=O)c1 (configuration not stated)	-3	0.4	-15	1	-5	7	0.1	-7
O=C(Nc1cc2c(cc1C(=O)O)OCCCO2)c1ccc(C(F)(F)F)cc1	1	0.7	-6	-4	6	4	0.2	55*
CC(C)CCC(C)NC(=O)C1CCN(S(=O)(=O)/C=C/c2ccccc2)CC1 (configuration not stated)	-6	.	-60	0	13	0	-0.1	-9
CCCC(=O)N1CC2(C1)CN(C(=O)C1CC1)[C@@H](CO)c1[nH]c3cc(OC)ccc3c12	-6	0.0	3	2	.	0	0.2	.
C[C@@H]1CN([C@@H](C)CO)C(=O)CCCn2nncc2CO[C@H]1CN(C)Cc1ccccc1C(=O)O	6	-0.4	-8	-6	3	0	0.3	-11
COc1ccc(CN2CCN(Cc3cccc(Oc4ccccc4)c3)CC2)c(OC)c1OC	-13	0.0	12	0	12	10	0.0	3
Cc1ccccc1-c1cnc2c(c1)C(=O)N([C@@H](C)CO)C[C@@H](C)[C@@H](CN(C)C(=O)c1ccccc1)O2	.	-3.3	.	.	-1	.	0.7	-10
COc1ccc(NC(=O)Nc2ccc3c(c2)C(=O)N([C@H](C)CO)C[C@H](C)[C@@H](CN(C)C(=O)Nc2ccc(C(F)(F)F)cc2)OCCCC[C@H](C)O3)cc1	4	0.5	0	-3	3	-2	0.2	2
Cc1ccc(CNC(=O)COC(=O)C2CCC2)cc1	0	0.2	-17	1	-3	15	0.2	-8
Cc1ccc(NC2CCCN(C(=O)c3cnc4ccccn4c3=O)C2)cc1C (configuration not stated)	1	-0.1	-12	0	-12	-6	0.0	8
OCCCNc1ncnc2sc3c(c12)CCN(Cc1ccccc1)C3	0	2.9	0	3	23	5	0.1	-3
Cc1c(C=O)c2cc(OCc3ccccc3)ccc2n1C	-15	0.3	-5	-2	2	1	0.3	70*
Cc1ccc2nc(NC(=O)COC(=O)c3cccnc3)sc2c1	-3	.	-56	2	13	-4	0.0	36
CCCN(CC(=O)Nc1ccccc1C)C(=O)/C=C/c1ccc(OCC)c(OC)c1	-1	1.0	7	2	-5	-6	0.0	1
Cc1oc2c(c1C(=O)O)C(=O)c1ccccc1C2=O	-3	3.8	22	.	11	10	0.0	-15
O=C(COC(=O)CNC(=O)c1ccc(Br)o1)Nc1ccccc1OC(F)F	6	0.2	7	.	.	-4	0.1	.
SMILES	S100A4 inh HTS	E-selectin induc	RAD52 anneal inh	ERAP1 HTS inh	RAD54 branch	ERp5 block	XiGFP reactiv	esBAF inh
CC(=O)C1=C(O)C(=O)N(c2ccccn2)C1c1ccccc1[N+](=O)[O-] (configuration not stated)	0	.	-12	3	-13	2	0.3	0
Cn1cnc2c(cnn2C)c1=N	-6	-0.1	-3	-5	-1	2	0.4	6
Cc1ccc(NC(=S)NC2CCCC2)c(C)c1	2	.	-8	-6	6	3	0.0	-3
CC(=O)c1ccc(NC(=O)CN2CCN(S(=O)(=O)c3ccc4c(c3)OCCO4)CC2)cc1	-2	-0.1	i	-3	-11	-3	0.3	3
CN(Cc1cn(Cc2ccc(F)cc2)nn1)C1CN(Cc2cn(Cc3ccc(F)cc3)nn2)S(=O)(=O)C1 (configuration not stated)	7	-0.3	-17	.	.	4	0.0	.
CCN(CC)C(=O)Cn1cc(S(=O)(=O)CC(=O)NCc2ccc(C)cc2)c2ccccc21	-3	0.3	-14	-5	-3	-7	-0.1	.
O=C(CN1CCOCC1)N[C@H]1CC[C@H](CCNC(=O)C2CCCC2)O[C@@H]1CO	0	-0.1	1	-1	16	0	0.0	2
CCN(CC)S(=O)(=O)c1ccc(Cl)c(NC(=O)COC(=O)c2ccc([N+](=O)[O-])o2)c1	0	0.1	-2	2	-5	-4	6.9	-3
COc1cccc(NC(=O)C(c2ccccc2)N2CCN(c3ccccn3)CC2)c1 (configuration not stated)	-3	2.1	-5	1	.	0	0.3	.
Cc1oc2cc3oc(=O)c(CCC(=O)NCCCN4CCOCC4)c(C)c3cc2c1C	-4	.	2	10	14	1	.	25
C[C@@H]1CN([C@H](C)CO)C(=O)Cc2cc(NC(=O)CCC(F)(F)F)ccc2O[C@H]1CN(C)Cc1ccc(Cl)c(Cl)c1	5	-4.8	14	1	-1	1	0.9	0
OCCNC(=S)Nc1ccc2c(c1)OCCO2	0	8.1	6	2	8	-1	0.2	-2
O=C(COc1ccc(Cl)cc1)NNC(=O)c1ccccc1C(=O)O	5	0.0	-10	4	-1	-4	-0.1	-7
O=C(C[C@H]1CC[C@@H]2[C@H](COC[C@H](O)CN2S(=O)(=O)c2cccc(Cl)c2)O1)N1CCOCC1	-5	0.2	5	0	0	1	0.1	-8
CCOC(=O)c1c(NC(=O)COC(=O)c2ccc(C)s2)sc2c1CC(C)(C)NC2(C)C	-2	0.7	-1	0	-2	4	0.0	-1
CN(C)c1ccc2c(c1)[C@@H]1C[C@H](CC(=O)NCc3ccc(-c4ccccc4)cc3)O[C@@H](CO)[C@@H]1O2	.	-0.3	.	.	1	.	0.2	13
CCNC(=S)Nc1cc(OCC)c(N2CCOCC2)cc1OCC	1	.	-10	-1	.	4	0.1	.
COc1ccc(S(=O)(=O)N2CCCCCC2)cc1NC(C)C(=O)Nc1ccc(NC(C)=O)cc1 (configuration not stated)	-3	-0.4	-17	1	-2	6	0.5	4
CCOc1ccc2nc(NC(=O)C3=NNC(=O)CC3)sc2c1	2	0.1	-17	-2	-1	4	0.0	19
COc1ccc(S(=O)(=O)Nc2ccc3c(c2)C(=O)N([C@@H](C)CO)C[C@@H](C)[C@H](CN(C)S(=O)(=O)c2ccccc2)OCCCC[C@@H](C)O3)cc1	-3	-0.1	-4	1	.	-4	0.2	.
CN1C(=O)c2cc(NC(=O)C3CC3)ccc2OC[C@H]2O[C@H](CC(=O)NCCN3CCCC3)CC[C@H]21	5	-0.1	-4	5	-2	.	0.2	10
COc1cccc(C(=O)Nc2ccc3c(c2)C(=O)N(C)C[C@@H](OC)[C@H](C)CN(CCc2ccccc2)[C@@H](C)CO3)c1	-18	0.1	10	.	6	10	0.6	8
C[C@@H]1CN([C@@H](C)CO)C(=O)c2cc(NS(=O)(=O)c3ccc(F)cc3)ccc2O[C@H]1CN(C)Cc1ccccc1	2	0.0	-1	-2	-9	-1	0.3	2
C[C@H](CO)N1C[C@H](C)[C@H](CN(C)Cc2ccc(-c3ccccc3)cc2)Oc2ccc(NC(=O)Cn3cnnn3)cc2CC1=O	4	0.1	-15	-1	0	-1	-0.1	-3
Cc1ccc(S(=O)(=O)N2[C@@H](c3ccc(F)cc3)C(C(=O)O)=CC[C@H]2c2ccc(Cl)cc2)cc1	0	0.1	-16	21	9	-1	0.1	-4
SMILES	S100A4 inh HTS	E-selectin induc	RAD52 anneal inh	ERAP1 HTS inh	RAD54 branch	ERp5 block	XiGFP reactiv	esBAF inh
N#CC1=C(N)Oc2cc3c(cc2C1c1ccc(Cl)cc1)OCO3 (configuration not stated)	-4	.	-15	-4	-8	-1	.	-9
CN(C)S(=O)(=O)c1cccc(C(=O)N=C2N=C3C=CC(Cl)=CN3Cc3ccccc32)c1	-1	0.2	-5	.	-7	5	-0.2	.
CCCCN(CCCC)CCCNC(=O)Cn1cc2c(n1)-c1c(oc(C(=O)N3CCCC3)c1C)CC2	-6	.	-17	-3	-2	2	0.0	1
CC(C)(C)C1CCC(=NNc2ccc(S(N)(=O)=O)cc2[N+](=O)[O-])CC1 (configuration not stated)	-10	-2.4	18	6	.	1	0.5	.
CC(Oc1ccc(Br)cc1)C(=O)NCC(C)(C)N1CCOCC1 (configuration not stated)	1	.	11	-2	-3	-12	-0.1	-1
Cc1ccc2c(=O)[nH]c(Cc3ccccc3C(=O)O)nc2c1	-2	2.7	-10	-1	-8	2	0.0	.
CCCC1(c2ccsc2)NC(=O)NC1=O (configuration not stated)	-1	-0.1	0	-1	.	4	0.0	.
Cc1cccc(NC(=O)CSc2nnc(NC(=O)CN3CCCCC3)s2)c1	1	1.1	-5	-1	.	-2	0.0	.

6 entries from above, set out differently.
| SMILES | S100A4 inh HTS | E-selectin induc | RAD52 anneal inh | ERAP1 HTS inh | RAD54 branch | ERp5 block | XiGFP reactiv | esBAF inh |
| --- | --- | --- | --- | --- | --- | --- | --- | --- |
| Cc1ccc2c(=O)[nH]c(Cc3ccccc3C(=O)O)nc2c1 | -2 | 2.7 | -10 | -1 | -8 | 2 | 0.0 | . |
| CCCCN(CCCC)CCCNC(=O)Cn1cc2c(n1)-c1c(oc(C(=O)N3CCCC3)c1C)CC2 | -6 | . | -17 | -3 | -2 | 2 | 0.0 | 1 |
| CC(C)(C)C1CCC(=NNc2ccc(S(N)(=O)=O)cc2[N+](=O)[O-])CC1 (configuration not stated) | -10 | -2.4 | 18 | 6 | . | 1 | 0.5 | . |
| CN(C)S(=O)(=O)c1cccc(C(=O)N=C2N=C3C=CC(Cl)=CN3Cc3ccccc32)c1 | -1 | 0.2 | -5 | . | -7 | 5 | -0.2 | . |
| CCCC1(c2ccsc2)NC(=O)NC1=O (configuration not stated) | -1 | -0.1 | 0 | -1 | . | 4 | 0.0 | . |
| CC(Oc1ccc(Br)cc1)C(=O)NCC(C)(C)N1CCOCC1 (configuration not stated) | 1 | . | 11 | -2 | -3 | -12 | -0.1 | -1 |
